p53ts 32C tox: qHTS Screen for Compounds that Selectively Target Cancer Cells with p53 Mutations: Cytotoxicity of p53ts Cells at the Permissive Temperature. H1299-p53A138V at 32C, ATP luminescence viability, 24 h. Potency, µM (highest dose often 46.1 µM), without a hit: top-dose activity change, negative = cytotoxicity, usual class: cytotoxic. 130,000 tested, 0.93% active. AID 924, 2007;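 further: 0% = DMSO and -100% = full killing by reference compound; nearly all actives have a fitted effect of over 55% in size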
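Cells: H1299 p53ts (A138V), 600/well, pre-incubated 16–30 h at 37C. Cpd up to 46 uM, 24 h, 32C. Readout: ATPlite luminescence, 20 min RT. Normalization: DMSO vs tamoxifen 100 uM. AC50 by Hill equation.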
Imprint erasure: qHTS Assay for Compounds that Induce Erasure of Genomic Imprints; mouse ES Peg3-LacZ reporter, beta-gal luminescence, 40 h; Potency, µM (highest dose often 60.7 µM), without a hit: top-dose activity change, positive = activation, actives largely listed as activators; 110,000 tested, 0.02% active; AID 1948, 2009;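 further: 0% = negative control wells on the plate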
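Readout: BetaGlo luminescence (5 min, room temp) for LacZ from the normally silent maternal Peg3 allele in female Peg3LacZ-Neo ES cells. Cells 300/well, 40 h, 37C, 5% CO2. Data normalized per plate to negative controls.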
p53ts 39C kill: qHTS Screen for Compounds that Selectively Target Cancer Cells with p53 Mutations: Cytotoxicity of p53ts Cells at the Nonpermissive Temperature. H1299-p53A138V viability at 39C, ATP luminescence, 24 h. Potency, µM (titrated, usually from 46.1 µM), inactives show top-dose activity change, negative = cell killing, usual class: cytotoxic. 130,000 tested, 1.5% active. AID 902, 2007; further: nearly all actives have a fitted effect of over 55% in size
IkB signaling: IkB Signaling. AID 445, 2006. Potency, µM (titrated, usually from 57.1 µM), for inactives: at the top dose IkBa stabilization activation. ABC-DLBCL IkBa-CBG/CBR dual luciferase ratio, 4 h; response scale: scaled: untreated 0%, proteasome inhibitor 100%. 110,000 tested, 0.04% active; active means well fitted curve in the direction sought with a large enough effect in the signal ratio, not every such curve was filed as active; inconclusive means small, poorly fitted or top-dose-only effect, or a change in a side signal; the % refers to the signal ratio;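 further: the direction sought is a rising ratio; 0% = basal untreated cells and 100% = reference inhibitor full response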
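In this assay, an IκBα–CBG68 fusion accumulates when IKK-driven degradation is blocked; native CBR normalizes for cell number. OCI-Ly3 cells were treated 4 h with compound and doxycycline, then green and red light read after Chroma-Glo addition.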
The depositor's hits bear a star; [ ] = another dose, or the depositor's remark. Unless noted, the call rests on the fitted dose curve; in most records, active means well fitted curve in the direction sought with a large enough effect; inconclusive means small, poorly fitted or top-dose-only effect, or another doubt; inactive means no such curve, though single readings can be large; an effect the other way counts as inactive or inconclusive. Unless noted, on the % scale 0 is the no-effect control and ±100 the full control effect; potency means the concentration at half of the fitted maximal effect.

COc1ccccc1OC(C)C(=O)Nc1ccc(-c2nc3ccccc3s2)cc1 (stereo not drawn) was read as p53ts 32C tox -5.6%, Imprint erasure -10.9%[10.9 µM], p53ts 39C kill inconclusive and IkB signaling -2.7%.
CCCOc1cccc(C2/C(=C(/O)c3ccc(OC)cc3)C(=O)C(=O)N2CCN(C)C)c1 (stereo not drawn) was read as p53ts 32C tox -11.2%, Imprint erasure -7.3%, p53ts 39C kill -1.8% and IkB signaling 3.1%.
O=C(CN(C(=O)CCC(=O)Nc1ccccn1)c1ccc2c(c1)OCO2)NCc1ccco1 was read as p53ts 32C tox -2.5%, Imprint erasure -8.4%, p53ts 39C kill 3.7% and IkB signaling -1.0%.
CCn1c(SCC(=O)Nc2cc(C)on2)nnc1-c1ccncc1 was read as p53ts 32C tox -0.8%, Imprint erasure 1.0%, p53ts 39C kill 3.7% and IkB signaling 0.5%.
Cn1c(=O)c2cc(S(=O)(=O)NCCC(=O)Nc3ccc(Cl)cc3)ccc2n(C)c1=O was read as p53ts 32C tox 18.8%, Imprint erasure -10.2%, p53ts 39C kill -2.8% and IkB signaling 2.2%.
`CCn1c(C(=O)N2CCCC(C(=O)NCCCOC)C2)cc2sccc21` (stereo not drawn) gave p53ts 32C tox 10.7%, Imprint erasure -13.2%[10.9 µM], p53ts 39C kill -5.2% and IkB signaling -0.6%.
Screening Cc1ccc(S(=O)(=O)N2CCCSCC2)cc1 returned p53ts 32C tox 3.1%, Imprint erasure -10.7%, p53ts 39C kill -3.6% and IkB signaling -0.5%.
For Cc1ccc(Cn2c(-c3nonc3N)nc3ccccc32)cc1 the results were p53ts 32C tox -13.3%, Imprint erasure -12.4%, p53ts 39C kill -16.9% and IkB signaling 0.3%.
For COC(=O)CSc1nnc(-c2ccc(S(=O)(=O)NCc3cccs3)cc2)o1 the results were p53ts 32C tox 1.3%, Imprint erasure -0.9%, p53ts 39C kill 10.3% and IkB signaling 0.8%.
For COc1ccc(C)cc1NC(=O)C1CCCCC1C(=O)O (stereo not drawn) the results were p53ts 32C tox 1.9%, Imprint erasure -12.4%, p53ts 39C kill 7.9% and IkB signaling 0.6%.
CCN1c2ccccc2-c2nc(SCC(=O)Nc3cc(C)c(Cl)cc3OC)ncc2S1(=O)=O was read as p53ts 32C tox 6.3%, Imprint erasure -6.6%[10.9 µM], p53ts 39C kill -10.0% and IkB signaling -3.4%.
Screening O=C(NC1CCCCCCC1)C1CCN(c2nc3ccccc3o2)CC1 returned p53ts 32C tox -4.1%, Imprint erasure -10.6%, p53ts 39C kill 3.2% and IkB signaling 6.4%.
For CCOC(=O)c1c(C2CCN(C(=O)OCC)CC2)nc2ccccn12 the results were p53ts 32C tox 25.1%, Imprint erasure -23.0%, p53ts 39C kill 6.0% and IkB signaling 0.9%.
Cn1cc(C(=O)N2CCN(C(=O)c3ccco3)CC2)c2c3ccccc3n(C)c2c1=O was read as p53ts 32C tox -27.0%, Imprint erasure -14.1%, p53ts 39C kill -0.3% and IkB signaling -0.4%.
`COc1ccc(NC(=O)NCCCN2CCCC2=O)cc1` gave p53ts 32C tox -3.0%, Imprint erasure -13.8%, p53ts 39C kill -5.9% and IkB signaling -2.2%.

Entries above that contain an aryl methoxy group, in the order listed:
COc1ccccc1OC(C)C(=O)Nc1ccc(-c2nc3ccccc3s2)cc1 (stereo not drawn) was read as p53ts 32C tox -5.6%, Imprint erasure -10.9%[10.9 µM], p53ts 39C kill inconclusive and IkB signaling -2.7%.
CCCOc1cccc(C2/C(=C(/O)c3ccc(OC)cc3)C(=O)C(=O)N2CCN(C)C)c1 (stereo not drawn) was read as p53ts 32C tox -11.2%, Imprint erasure -7.3%, p53ts 39C kill -1.8% and IkB signaling 3.1%.
For COc1ccc(C)cc1NC(=O)C1CCCCC1C(=O)O (stereo not drawn) the results were p53ts 32C tox 1.9%, Imprint erasure -12.4%, p53ts 39C kill 7.9% and IkB signaling 0.6%.
CCN1c2ccccc2-c2nc(SCC(=O)Nc3cc(C)c(Cl)cc3OC)ncc2S1(=O)=O was read as p53ts 32C tox 6.3%, Imprint erasure -6.6%[10.9 µM], p53ts 39C kill -10.0% and IkB signaling -3.4%.
`COc1ccc(NC(=O)NCCCN2CCCC2=O)cc1` gave p53ts 32C tox -3.0%, Imprint erasure -13.8%, p53ts 39C kill -5.9% and IkB signaling -2.2%.

The listing continues:
For COc1cc(C2CC(=O)Nc3c2c(=O)n(C)c(=O)n3C)cc(OC)c1OC (stereo not drawn) the results were p53ts 32C tox 8.9%, Imprint erasure -7.1%[10.9 µM], p53ts 39C kill 9.7% and IkB signaling 1.6%.
Screening COc1ccc2oc(=O)cc(CN3CCN(Cc4ccccc4)CC3)c2c1 returned p53ts 32C tox -4.9%, Imprint erasure -20.9%[10.9 µM], p53ts 39C kill -17.0% and IkB signaling inconclusive.
For Cc1ccc(-n2nc(C(=O)Nc3ccc(C)c(F)c3)c3c4ccccc4n(C)c3c2=O)cc1 the results were p53ts 32C tox 5.4%, Imprint erasure 21.1%[10.9 µM], p53ts 39C kill 16.0% and IkB signaling -0.4%.
CC(C)n1c(SC2CCOC2=O)nc2ccccc21 (stereo not drawn) was read as p53ts 32C tox 6.2%, Imprint erasure 2.7%, p53ts 39C kill 7.0% and IkB signaling 0.8%.
`CCc1nc(OCc2ccco2)c2sc3nc4c(cc3c2n1)COC(C)(C)C4` gave p53ts 32C tox -11.3%, Imprint erasure -7.6%, p53ts 39C kill 10.9% and IkB signaling inconclusive.
`O=C(NCC(c1ccc2c(c1)OCO2)N1CCOCC1)C(=O)Nc1cccc(Cl)c1` (stereo not drawn) gave p53ts 32C tox 7.7%, Imprint erasure inconclusive, p53ts 39C kill inconclusive and IkB signaling inconclusive.
`CCCCNC(=O)CN1C(=O)COc2ccc(S(=O)(=O)N3CCCCCC3)cc21` gave p53ts 32C tox 3.9%, Imprint erasure 10.3%[10.9 µM], p53ts 39C kill -5.8% and IkB signaling 0.3%.
`COc1ccc(Cn2nnnc2CN2CCc3ccccc32)cc1` gave p53ts 32C tox -5.5%, Imprint erasure -14.6%, p53ts 39C kill 3.1% and IkB signaling 1.2%.
For COc1cc(-c2c(C#N)c(=O)[nH]c3c2c(C)nn3-c2ccccc2)ccc1O the results were p53ts 32C tox -1.5%, Imprint erasure 14.7%, p53ts 39C kill 12.5% and IkB signaling 4.6%.
For C=CCN(c1ccc(C(=O)N2CCN(c3ccc(F)cc3)CC2)cc1)S(C)(=O)=O the results were p53ts 32C tox 8.0%, Imprint erasure -18.0%, p53ts 39C kill 12.5% and IkB signaling 1.2%.
For COc1ccc(C2NC(=O)c3n[nH]c(C)c32)c(OC)c1 (stereo not drawn) the results were p53ts 32C tox 4.7%, Imprint erasure -8.8%, p53ts 39C kill 3.2% and IkB signaling -1.1%.
CCOc1ccc(C(=O)N2CCC(c3nc4ccccc4o3)CC2)cc1 was read as p53ts 32C tox -11.4%, Imprint erasure -4.7%[10.9 µM], p53ts 39C kill 5.9% and IkB signaling 0.3%.
For Cn1c(=O)c2c(nc(Oc3ccccc3)n2Cc2c(Cl)cccc2Cl)n(C)c1=O the results were p53ts 32C tox 6.0%, Imprint erasure -12.8%[10.9 µM], p53ts 39C kill 1.4% and IkB signaling -1.4%.
`CN(C)c1ccc(NC(=O)CCCc2ccccc2)cc1` gave p53ts 32C tox -9.9%, Imprint erasure -8.5%, p53ts 39C kill -1.7% and IkB signaling -3.8%.
Screening Cc1ccc2nsnc2c1S(=O)(=O)N(Cc1ccco1)Cc1cc2cccc(C)c2[nH]c1=O returned p53ts 32C tox -7.6%, Imprint erasure -1.6%, p53ts 39C kill -1.6% and IkB signaling 0.5%.
CC(=O)Nc1ccc(N2CCN(C(=O)c3cccs3)CC2)cc1 was read as p53ts 32C tox -5.9%, p53ts 39C kill 4.5% and IkB signaling -4.9%.
Screening CCN(CC(=O)Nc1ccc2c(c1)OCCO2)Cc1cc(=O)oc2c(C)c(C)ccc12 returned p53ts 32C tox -5.3%, Imprint erasure -19.4%, p53ts 39C kill -17.4% and IkB signaling inconclusive.
CC(C)CO/N=C1/C[C@@H](O)[C@@H](O)[C@@H]2[C@@H]3C(=O)N([C@@H](C)c4ccccc4)C(=O)[C@H]3CC[C@@H]12 was read as p53ts 32C tox 3.9%[9.22 µM] and p53ts 39C kill 6.0%[9.22 µM].
`Cc1cccc(NC(=O)CSc2nnc3[nH]c(=O)cc(-c4ccccc4)n23)c1C` gave p53ts 32C tox 2.1%, Imprint erasure -4.5%[10.9 µM], p53ts 39C kill 1.26µM* and IkB signaling 3.1%.
Screening O=C1c2ccccc2C(=O)N1CCN1CCCCC1 returned p53ts 32C tox 3.8%, Imprint erasure -0.6%, p53ts 39C kill 1.9% and IkB signaling 0.9%.
For O=C(Nc1ccc(F)cc1F)c1cc(-c2ccc(Cl)cc2)on1 the results were p53ts 32C tox 4.4%, Imprint erasure -8.1%[10.9 µM], p53ts 39C kill 14.1% and IkB signaling inconclusive.
`CCc1nnc(NC(=O)CSc2nc3cccnc3n2Cc2ccccc2)s1` gave p53ts 32C tox 5.8% and p53ts 39C kill -1.7%.
Screening Cc1cc(=O)cc(C)[nH]1 returned p53ts 32C tox -0.2%, Imprint erasure -0.7%, p53ts 39C kill -2.8% and IkB signaling 0.6%.
`Cc1cccn2c(=O)cc(CSc3nnc(NC(=O)c4ccc(F)cc4)s3)nc12` gave p53ts 32C tox -2.5%, Imprint erasure 2.9%[10.9 µM], p53ts 39C kill -18.1% and IkB signaling -1.1%.
For CC(=O)c1ccc(NC(=O)COc2ccccc2-c2nc(C(C)C)no2)cc1 the results were p53ts 32C tox -13.8%, Imprint erasure -9.9%[10.9 µM], p53ts 39C kill -20.3% and IkB signaling inconclusive.
`CC1(C)CC(=O)C2=C(C1)N1CCCCC1CC2=O` (stereo not drawn) gave p53ts 32C tox -1.4%, Imprint erasure -5.0%, p53ts 39C kill 1.4% and IkB signaling -1.1%.
COC(=O)c1nnn(CC(=O)Nc2ccc(C)c(F)c2)c1C(=O)OC was read as p53ts 32C tox -2.0%, Imprint erasure 2.8%, p53ts 39C kill -9.9% and IkB signaling -1.0%.
For O=C(O)C1CCCCN1S(=O)(=O)c1ccc(Cl)s1 (stereo not drawn) the results were p53ts 32C tox -2.4%, Imprint erasure 1.9%, p53ts 39C kill 12.2% and IkB signaling 1.0%.
For Cc1ccc(C(=O)CSc2nnc(-c3ccco3)n2Cc2ccccc2)cc1 the results were p53ts 32C tox 19.0%, Imprint erasure -10.9%, p53ts 39C kill -5.8% and IkB signaling inconclusive.
Screening COc1cccc(C(=O)N2CCC(N3CCN(Cc4ccc(F)cc4)C(=O)C3=O)CC2)c1 returned p53ts 32C tox 10.3%, Imprint erasure 17.5%[10.9 µM], p53ts 39C kill -11.6% and IkB signaling -1.4%.
`COc1cc(OC)c(NC(=O)C(Cc2ccccc2)NS(=O)(=O)c2cccc3nsnc23)cc1Cl` (stereo not drawn) gave p53ts 32C tox 6.9%, Imprint erasure -9.9%[10.9 µM], p53ts 39C kill 9.7% and IkB signaling -1.5%.
CS(=O)(=O)N(CC(=O)Nc1ccc2c(c1)OCO2)c1ccc(Cl)cc1 was read as p53ts 32C tox -7.6%, Imprint erasure -6.2%, p53ts 39C kill -1.2% and IkB signaling 4.3%.
`O=C(Nc1ccc2c(c1)OCCO2)c1cnc2n(c1=O)CCS2` gave p53ts 32C tox inconclusive, Imprint erasure -78.4%[inhibitor], p53ts 39C kill -25.9% and IkB signaling 8.5%.
Screening O=C(CN1C(=O)C2CCCCN2c2ccc(C(=O)N3CCCC3)cc21)NCc1ccccc1F (stereo not drawn) returned p53ts 32C tox 4.6%, Imprint erasure -10.2%[10.9 µM], p53ts 39C kill -2.2% and IkB signaling 1.6%.
`CNCCNS(=O)(=O)c1cccc2cnccc12` gave p53ts 32C tox -15.5%, Imprint erasure -8.8%, p53ts 39C kill -8.6% and IkB signaling -15.7%.
Cc1ccc2nc(NC3=NCN(Cc4ccc5c(c4)OCO5)CN3)nc(C)c2c1 was read as p53ts 32C tox -7.0%, Imprint erasure -20.6%, p53ts 39C kill -6.4% and IkB signaling -1.6%.
For Nn1c(COc2ccccc2)nnc1SC(F)F the results were p53ts 32C tox 6.3%, Imprint erasure 3.98µM*, p53ts 39C kill -0.3% and IkB signaling -1.0%.

From PubChem BioAssay
